Screening results: PubChem, several laboratories
TRPC6 act – mouse TRPC6 channel activation; AID 2550; Q61143; HEK293-TRPC6 membrane potential dye fluorescence; hits give high values; hit rate 0.13% among 310,000; B-score at 10 µM;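 active means B-score of the integrated fluorescence ratio above library mean plus 3 SD, and starting fluorescence ratio within library mean plus 5 SD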;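 further: higher score means more depolarization so channel activation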
Target sequence (Q61143 whole entry, looked up): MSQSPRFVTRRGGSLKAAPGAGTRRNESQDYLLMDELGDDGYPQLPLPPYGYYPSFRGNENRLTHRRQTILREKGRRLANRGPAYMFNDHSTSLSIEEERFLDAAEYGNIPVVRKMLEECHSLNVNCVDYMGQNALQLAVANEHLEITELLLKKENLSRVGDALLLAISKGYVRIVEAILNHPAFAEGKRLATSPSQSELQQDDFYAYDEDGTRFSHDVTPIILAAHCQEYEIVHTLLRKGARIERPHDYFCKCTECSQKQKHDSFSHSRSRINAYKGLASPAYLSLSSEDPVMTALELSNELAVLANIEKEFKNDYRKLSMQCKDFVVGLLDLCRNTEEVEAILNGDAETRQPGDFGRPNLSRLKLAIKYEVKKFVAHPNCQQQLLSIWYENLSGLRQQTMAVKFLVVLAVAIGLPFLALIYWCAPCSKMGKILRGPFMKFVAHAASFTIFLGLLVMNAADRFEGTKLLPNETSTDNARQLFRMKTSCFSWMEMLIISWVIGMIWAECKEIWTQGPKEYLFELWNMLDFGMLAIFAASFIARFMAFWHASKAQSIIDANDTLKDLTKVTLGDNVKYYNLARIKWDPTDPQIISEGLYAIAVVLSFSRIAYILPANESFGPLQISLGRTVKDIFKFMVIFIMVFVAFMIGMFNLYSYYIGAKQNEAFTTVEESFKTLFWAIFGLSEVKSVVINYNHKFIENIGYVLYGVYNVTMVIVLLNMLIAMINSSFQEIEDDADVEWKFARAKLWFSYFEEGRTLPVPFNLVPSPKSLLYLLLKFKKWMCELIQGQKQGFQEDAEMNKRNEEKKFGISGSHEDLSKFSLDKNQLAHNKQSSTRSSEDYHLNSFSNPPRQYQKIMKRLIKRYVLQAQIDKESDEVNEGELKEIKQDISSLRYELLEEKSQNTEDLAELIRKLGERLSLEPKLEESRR
IEC-6 tox – kills IEC-6 intestinal cells in KLF5 counter-screen. IEC-6 cytotoxicity, luminescence viability. inhibition, % at 5 µM. hit rate 0.78% among 290,000; in the data active means inhibition above about 22%;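 further: 0% = plate median of test compound wells and 100% = cytotoxic reference compound wells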
TRPC4 inh – TRPC4 (mouse) channel inhibition. HEK293 TRPC4beta/mu-opioid, DAMGO-evoked Fluo4 calcium flux; hits give low values. B-score at 10 µM. hit rate 0.39% among 300,000. AID 2247;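 active means B-score over 3 SD under the library average, no early fluorescence shift, positive overall ratio signal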
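Material: HEK293 cells with stable TRPC4beta plus mu-opioid receptor expression / Probe or stimulus: DAMGO in two steps, submaximal then maximal / Compound: single concentration per test compound / Technique: kinetic Fluo4 fluorescence imaging of calcium influx / Read-out: per-well B score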
KLF5 inh – suppresses KLF5 promoter-driven expression; DLD-1 KLF5 promoter-luciferase reporter, luminescence; inhibition, % at 5 µM; hit rate 0.23% among 290,000;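 active means inhibition above a per-plate limit of that plate's mean compound inhibition plus 3 SD, cut at about 60% in these data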;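 further: 0% = DMSO wells and 100% = LY294002 at 200 µM; higher means less KLF5 promoter-driven luciferase light; inactives centre near -14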
TRPC6 inhibitor – inhibitors of mouse TRPC6 channel; HEK293-TRPC6, membrane potential dye, ACh-evoked depolarization; hits give low values; B-score at 10 µM; hit rate 1.1% among 310,000; AID 2553;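 active means B-score under library mean minus 3 SD, initial fluorescence not abnormally high, positive integrated signal ratio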;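 further: B-score derived from integrated fluorescence ratio over the kinetic read; more negative B-score means stronger inhibition of depolarization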
aSyn 5UTR inh – 5' untranslated region of α-synuclein, MLPCN primary screen; alpha-synuclein 5'UTR reporter, inhibitor activity; inhibition, % (tested at 7.5 µM); hit rate 0.82% among 300,000; in the data active means inhibition above about 60%;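 further: H4 neuroglioblastoma cells stably carrying SNCA 5'UTR luciferase fusion; 0% = DMSO wells and 100% = positive control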
HIF act – HIF pathway transcriptional activation; activation, % at 7.5 µM (by protocol); hit rate 0.32% among 300,000; AID 1910; U2OS HRE-luciferase reporter, luminescence; normalized: DMSO 0%, desferrioxamine 100%;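 active means mean activation of at least 10% of the iron chelator positive control signal, with at least half of replicates also reaching 10%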
MrgX1 antag – antagonists of human MrgX1 receptor; Q96LB2; MRGX1-HEK293 calcium flux, Fluo-4, BAM8-22 antagonism; hits give low values; B-score at 10 µM; hit rate 1.3% among 310,000; AID 588676;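 active means calcium-response B-score plate-corrected more than 3 library SD below zero, starting fluorescence within 5 deviations, no agonist response on first addition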;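 further: peak minus trough fluorescence over baseline after final BAM8-22 challenge near maximal dose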
TRPC4 act – activators of mouse TRPC4 channel | Q9QUQ5 | HEK293 TRPC4beta/mu-opioid, Fluo4 calcium fluorescence; hits give high values | B-score at 10 µM | hit rate 0.49% among 310,000 | AID 2237;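 active means B-score above 5 SD of library B-scores, and initial fluorescence ratio not above library mean plus 5 SD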;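 further: positive B-score marks a calcium rise read as TRPC4 activation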
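Material: HEK293 stable line with TRPC4beta plus mu-opioid receptor; technique: Fluo4 calcium-sensitive dye fluorescence, kinetic, 1 Hz baseline; timing: Fluo4 dye loading 45 min at room temperature, 110 s recording; controls: assay buffer as low control, maximal DAMGO as high control; read-out: integrated baseline-normalised fluorescence ratio, converted to per-well B score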
SKKanGAS inh – SKKanGAS growth inhibition | inhibition, % at 7.5 µM | hit rate 1.3% among 300,000 | S. pyogenes SKKanGAS, kanamycin growth, BacTiter-Glo, 6 h | AID 1662;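 active means mean replicate score, as percent of positive control median, at least 50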;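 further: strain carries kanamycin resistance gene driven by streptokinase promoter and grows in 40 µg/ml kanamycin; loss of luminescence reflects streptokinase promoter inhibition or plain growth inhibition; 0% = median of DMSO wells and 100% = positive control at its reference dose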
TRPC4 potent – allosteric potentiators of mouse TRPC4 channel; Q9QUQ5; AID 2227; hit rate 0.42% among 310,000; HEK293 TRPC4beta/mu-opioid, DAMGO EC20, Fluo-4 Ca2+ flux; hits give high values; B-score at 10 µM;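 active means B-score of calcium response area above 5 SD of library B-scores, with initial fluorescence ratio within 5 SD of library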;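 further: B-score of integrated fluorescence ratio over time as area under calcium response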
* marks the source's active call; other numbers are inactive results.

Screening Cn1c(=O)c2c(nc(SCCNS(=O)(=O)c3ccccc3)n2C)n(C)c1=O returned TRPC6 act inactive, IEC-6 tox 2, TRPC4 inh inactive, KLF5 inh -14, TRPC6 inhibitor inactive, aSyn 5UTR inh 28, HIF act -0.8, MrgX1 antag inactive, TRPC4 act inactive, SKKanGAS inh -1 and TRPC4 potent inactive.
For CC(=O)N(CCC(c1ccco1)C(C)C)Cc1ccc(Cl)cc1 (stereo unspecified) the results were TRPC6 act inactive, IEC-6 tox 6, TRPC4 inh inactive, KLF5 inh 12, TRPC6 inhibitor inactive, aSyn 5UTR inh 9, HIF act -0.1, MrgX1 antag inactive, TRPC4 act inactive, SKKanGAS inh 6 and TRPC4 potent inactive.
Screening O=C(CCCC(=O)OCC(Cl)=C(Cl)Cl)Nc1ccccc1 returned TRPC6 act inactive, IEC-6 tox -3, TRPC4 inh inactive, KLF5 inh 0, TRPC6 inhibitor inactive, aSyn 5UTR inh -11, HIF act -0.1, MrgX1 antag inactive, TRPC4 act inactive, SKKanGAS inh -16 and TRPC4 potent inactive.
For COc1ccccc1CN1C(=O)CN(C2CCCC2)C(=O)C1c1ccc(F)cc1 (stereo unspecified) the results were TRPC6 act inactive, IEC-6 tox 2, TRPC4 inh inactive, KLF5 inh 2, TRPC6 inhibitor inactive, aSyn 5UTR inh 14, HIF act 0.0, MrgX1 antag inactive, TRPC4 act inactive, SKKanGAS inh 6 and TRPC4 potent inactive.
`O=C(Nc1nnc(S(=O)(=O)N2CCN(c3ccc(F)cc3)CC2)s1)c1ccccc1` gave TRPC6 act inactive, IEC-6 tox 3, TRPC4 inh inactive, KLF5 inh -110, TRPC6 inhibitor inactive, aSyn 5UTR inh -63, HIF act 1.2, MrgX1 antag inactive, TRPC4 act inactive, SKKanGAS inh 45 and TRPC4 potent inactive.
Screening Cc1ccc(OCC(=O)N2N=C(C(F)(F)F)CC2(O)C(C)(C)C)cc1C (stereo unspecified) returned TRPC6 act inactive, IEC-6 tox 12, TRPC4 inh inactive, KLF5 inh 21, TRPC6 inhibitor inactive, aSyn 5UTR inh 45, HIF act 0.0, MrgX1 antag inactive, TRPC4 act inactive, SKKanGAS inh 16 and TRPC4 potent inactive.
For CC(=O)NS(=O)(=O)c1ccc(NC(=O)CSc2ccc(C)cc2)cc1 the results were TRPC6 act inactive, IEC-6 tox 0, TRPC4 inh inactive, KLF5 inh 2, TRPC6 inhibitor inactive, aSyn 5UTR inh 30, HIF act 0.0, MrgX1 antag inactive, TRPC4 act inactive, SKKanGAS inh -6 and TRPC4 potent inactive.
`Cc1cc(C)c(C)c(S(=O)(=O)NCCN2CCOCC2)c1C` gave TRPC6 act inactive, IEC-6 tox 4, TRPC4 inh inactive, KLF5 inh -35, TRPC6 inhibitor inactive, aSyn 5UTR inh 1, HIF act 0.9, MrgX1 antag inactive, TRPC4 act inactive, SKKanGAS inh 5 and TRPC4 potent inactive.
For CCn1nnc(NC(=O)C(C)(c2ccccc2)c2ccccc2)n1 the results were TRPC6 act inactive, IEC-6 tox -2, TRPC4 inh inactive, KLF5 inh -38, TRPC6 inhibitor inactive, aSyn 5UTR inh 2, HIF act 1.8, MrgX1 antag inactive, TRPC4 act inactive, SKKanGAS inh 6 and TRPC4 potent inactive.
For Cc1c2cnn(CC(=O)N3CCOCC3)c(=O)c2c(C)n1Cc1ccccc1F the results were TRPC6 act inactive, IEC-6 tox -1, TRPC4 inh inactive, KLF5 inh -23, TRPC6 inhibitor inactive, aSyn 5UTR inh -15, HIF act -0.1, MrgX1 antag inactive, TRPC4 act inactive, SKKanGAS inh 6 and TRPC4 potent inactive.
Screening CCCC(=O)c1cc(-c2nc3ccccc3n2C)n(C)c1 returned TRPC6 act inactive, IEC-6 tox 9, TRPC4 inh inactive, KLF5 inh -19, TRPC6 inhibitor inactive, aSyn 5UTR inh -25, HIF act -0.4, MrgX1 antag inactive, TRPC4 act inactive, SKKanGAS inh -3 and TRPC4 potent inactive.
`COc1cc(OC)cc(C(=O)NC(=S)Nc2nnn(C)n2)c1` gave TRPC6 act inactive, IEC-6 tox 9, TRPC4 inh inactive, KLF5 inh 9, TRPC6 inhibitor inactive, aSyn 5UTR inh 18, HIF act 0.0, MrgX1 antag inactive, TRPC4 act inactive, SKKanGAS inh 3 and TRPC4 potent inactive.
CCN(CCCNC(=O)C1CCN(S(=O)(=O)CC)CC1)c1cccc(C)c1 was read as TRPC6 act inactive, IEC-6 tox 2, TRPC4 inh inactive, KLF5 inh -53, TRPC6 inhibitor inactive, aSyn 5UTR inh 15, HIF act 0.8, MrgX1 antag inactive, TRPC4 act inactive, SKKanGAS inh 0 and TRPC4 potent inactive.
`COc1ccc(/C=C(\NC(=O)c2ccccc2)C(=O)NCC2CCCO2)cc1` (stereo unspecified) gave TRPC6 act inactive, IEC-6 tox 5, TRPC4 inh inactive, KLF5 inh -31, TRPC6 inhibitor inactive, aSyn 5UTR inh 11, HIF act -0.8, MrgX1 antag inactive, TRPC4 act inactive, SKKanGAS inh -3 and TRPC4 potent inactive.
For CC1(C(=O)NC2CCCCCCC2)CC1(Cl)Cl (stereo unspecified) the results were TRPC6 act inactive, IEC-6 tox -8, KLF5 inh -24, TRPC6 inhibitor inactive, aSyn 5UTR inh -37, HIF act -0.4, MrgX1 antag inactive, TRPC4 act inactive, SKKanGAS inh 1 and TRPC4 potent inactive.
For Cn1cnc([N+](=O)[O-])c1Sc1nnc(-c2cccnc2)n1C the results were TRPC6 act inactive, IEC-6 tox 4, TRPC4 inh inactive, KLF5 inh -5, TRPC6 inhibitor inactive, aSyn 5UTR inh -25, HIF act -32, MrgX1 antag inactive, TRPC4 act inactive, SKKanGAS inh -1 and TRPC4 potent inactive.
Cc1ccccc1NC(=O)COC(=O)/C=C/c1cccc(C(F)(F)F)c1 was read as TRPC6 act inactive, IEC-6 tox 1, TRPC4 inh inactive, KLF5 inh -26, TRPC6 inhibitor inactive, aSyn 5UTR inh -9, HIF act -0.4, MrgX1 antag inactive, TRPC4 act inactive, SKKanGAS inh 6 and TRPC4 potent inactive.
For CCN(CC)CCCNC(=O)c1cn(C)c2ccc(S(=O)(=O)N(C)C3CCCCC3)cc2c1=O the results were TRPC6 act inactive, IEC-6 tox -5, TRPC4 inh inactive, KLF5 inh -23, TRPC6 inhibitor inactive, aSyn 5UTR inh -4, HIF act -1.1, MrgX1 antag inactive, TRPC4 act inactive, SKKanGAS inh 1 and TRPC4 potent inactive.
For Cc1ccc(SCCC(=O)Nc2ccc(OCc3ccccc3)cc2)cc1 the results were TRPC6 act inactive, IEC-6 tox 4, TRPC4 inh inactive, KLF5 inh -25, TRPC6 inhibitor inactive, aSyn 5UTR inh 6, MrgX1 antag inactive, TRPC4 act inactive, SKKanGAS inh -18 and TRPC4 potent inactive.
For O=C(NCC(=O)N(c1ccccc1)C(C(=O)NC1CCCC1)c1ccncc1)c1ccco1 (stereo unspecified) the results were TRPC6 act inactive, IEC-6 tox -3, TRPC4 inh inactive, KLF5 inh -12, TRPC6 inhibitor inactive, aSyn 5UTR inh -7, HIF act -17, MrgX1 antag inactive, TRPC4 act inactive, SKKanGAS inh -1 and TRPC4 potent inactive.

Compounds above with a furan ring, fused or not (two):
For CC(=O)N(CCC(c1ccco1)C(C)C)Cc1ccc(Cl)cc1 (stereo unspecified) the results were TRPC6 act inactive, IEC-6 tox 6, TRPC4 inh inactive, KLF5 inh 12, TRPC6 inhibitor inactive, aSyn 5UTR inh 9, HIF act -0.1, MrgX1 antag inactive, TRPC4 act inactive, SKKanGAS inh 6 and TRPC4 potent inactive.
For O=C(NCC(=O)N(c1ccccc1)C(C(=O)NC1CCCC1)c1ccncc1)c1ccco1 (stereo unspecified) the results were TRPC6 act inactive, IEC-6 tox -3, TRPC4 inh inactive, KLF5 inh -12, TRPC6 inhibitor inactive, aSyn 5UTR inh -7, HIF act -17, MrgX1 antag inactive, TRPC4 act inactive, SKKanGAS inh -1 and TRPC4 potent inactive.

(further entries)
Screening COc1cc2cc(C(=O)N/N=C/c3ccccc3Cl)[nH]c2cc1OC returned TRPC6 act inactive, IEC-6 tox -1, TRPC4 inh inactive, KLF5 inh -29, TRPC6 inhibitor inactive, aSyn 5UTR inh 2, HIF act 0.4, MrgX1 antag inactive, TRPC4 act inactive, SKKanGAS inh 0 and TRPC4 potent inactive.
Screening CC(/C=N/Nc1nc(C)cc(C)n1)=C\c1ccc(C(C)C)cc1 returned TRPC6 act inactive, IEC-6 tox -1, TRPC4 inh inactive, KLF5 inh -1, TRPC6 inhibitor inactive, aSyn 5UTR inh -153, HIF act -1.7, MrgX1 antag inactive, TRPC4 act inactive, SKKanGAS inh -5 and TRPC4 potent inactive.
`Cc1ccc(-c2cn(S(=O)(=O)c3cccc4nsnc34)nc2N)cc1` gave TRPC6 act inactive, IEC-6 tox 1, TRPC4 inh inactive, KLF5 inh -26, TRPC6 inhibitor inactive, aSyn 5UTR inh -6, HIF act -0.1, MrgX1 antag inactive, TRPC4 act inactive, SKKanGAS inh -3 and TRPC4 potent inactive.
COC(=O)c1cc(OC)c(OC)cc1N1C(=O)CCCC1=O was read as TRPC6 act inactive, IEC-6 tox 3, TRPC4 inh inactive, KLF5 inh -26, TRPC6 inhibitor inactive, aSyn 5UTR inh 0, HIF act -1.7, MrgX1 antag inactive, TRPC4 act inactive, SKKanGAS inh -2 and TRPC4 potent inactive.
COC(=O)c1ccc(NC(=O)Cc2ccc(C)cc2)cc1 was read as TRPC6 act inactive, IEC-6 tox 2, TRPC4 inh inactive, KLF5 inh -16, TRPC6 inhibitor inactive, aSyn 5UTR inh -46, HIF act -1.6, MrgX1 antag inactive, TRPC4 act inactive, SKKanGAS inh 0 and TRPC4 potent inactive.
For COC(=O)Cc1ccc(NC(=S)N2CCCCC2C)cc1 (stereo unspecified) the results were TRPC6 act inactive, IEC-6 tox 3, TRPC4 inh inactive, KLF5 inh -16, TRPC6 inhibitor inactive, aSyn 5UTR inh -19, HIF act 0.8, MrgX1 antag inactive, TRPC4 act inactive, SKKanGAS inh -5 and TRPC4 potent inactive.
COc1ccc(N2CCN(C(=O)CSc3nnc4ncccn34)CC2)cc1 was read as TRPC6 act inactive, IEC-6 tox 0, TRPC4 inh inactive, KLF5 inh 24, TRPC6 inhibitor inactive, aSyn 5UTR inh -3, HIF act 0.2, MrgX1 antag inactive, TRPC4 act inactive, SKKanGAS inh -13 and TRPC4 potent inactive.

Compounds were not picked by outcome; 5.8% or so of the library scored in one or more.
